PME-1 inh: blocks human protein phosphatase methylesterase 1; Q9Y570; recombinant PME-1, FP-Rh probe fluorescence polarization; inhibition, % at 5.9 µM; hit rate 0.53% among 320,000;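 active = inhibition above the campaign mean of all compounds plus 3 SD, cut at about 26% in these data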;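 note: competitive labeling of PME-1 active site by serine hydrolase directed probe; 0% = PME-1 with DMSO and 100% = wells lacking PME-1 enzyme; inhibitors block probe labeling so polarization falls and inhibition rises; many of its hits are not listed in these tables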
AHR act: activates the human aryl hydrocarbon receptor; AHR-responsive luciferase reporter cells, luminescence; activation, % at 5 µM; AID 2796; hit rate 2.5% among 320,000; in the data active = activation above about 47%;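 note: 0% = vehicle wells and 100% = reference agonist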
Target sequence (P35869 whole entry, looked up): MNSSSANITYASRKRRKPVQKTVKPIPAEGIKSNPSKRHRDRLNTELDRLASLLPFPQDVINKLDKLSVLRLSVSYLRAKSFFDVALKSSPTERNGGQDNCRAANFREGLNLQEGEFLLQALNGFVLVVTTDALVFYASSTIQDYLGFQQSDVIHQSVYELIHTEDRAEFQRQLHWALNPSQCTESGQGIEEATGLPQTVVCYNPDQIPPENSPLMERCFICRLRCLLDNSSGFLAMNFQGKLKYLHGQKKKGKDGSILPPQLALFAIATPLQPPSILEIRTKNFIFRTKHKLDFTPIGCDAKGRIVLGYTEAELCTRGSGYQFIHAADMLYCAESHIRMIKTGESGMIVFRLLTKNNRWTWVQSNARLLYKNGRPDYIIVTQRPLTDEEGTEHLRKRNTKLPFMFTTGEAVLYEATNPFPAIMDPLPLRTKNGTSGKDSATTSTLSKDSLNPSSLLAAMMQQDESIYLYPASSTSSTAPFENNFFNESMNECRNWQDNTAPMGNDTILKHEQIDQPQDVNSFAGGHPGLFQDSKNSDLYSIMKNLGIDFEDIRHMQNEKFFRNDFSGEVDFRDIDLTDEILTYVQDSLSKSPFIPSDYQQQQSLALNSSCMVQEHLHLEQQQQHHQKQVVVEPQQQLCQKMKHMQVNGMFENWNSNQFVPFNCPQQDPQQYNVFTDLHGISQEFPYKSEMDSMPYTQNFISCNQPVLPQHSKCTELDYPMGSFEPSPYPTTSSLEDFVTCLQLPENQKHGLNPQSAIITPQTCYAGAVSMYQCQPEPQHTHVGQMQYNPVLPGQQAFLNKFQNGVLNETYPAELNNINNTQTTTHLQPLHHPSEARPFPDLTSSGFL
MCL1 BIM primary: disrupts human MCL1 binding to BIM-BH3 peptide; hit rate 0.68% among 320,000; inhibition, % at 10.9 µM; GST-MCL1 / FITC-Bim-BH3 fluorescence polarization;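 active = inhibition above the mean inhibition of all tested compounds plus 3 SD, set per campaign, cut at about 40% in these data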;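 note: 0% = DMSO wells and 100% = unlabeled Bim-BH3 peptide control; higher means more loss of mP so more displacement of Bim peptide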
pPAFAH inh: inhibitors of human plasma PAF acetylhydrolase (pPAFAH); Q13093; recombinant pPAFAH, FP-rhodamine probe fluorescence polarization; inhibition, % at 3.39 µM; hit rate 1.5% among 330,000;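 active = inhibition above the mean inhibition across the screen plus 3 SD, cut at about 25% in these data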;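 note: inhibitors block binding of the rhodamine activity-based probe so polarization drops; 0% = enzyme with DMSO and 100% = wells lacking pPAFAH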
BCLXL inh: inhibitors of human Bcl-xL; inhibition, % at 10.9 µM; Q07817; GST-Bcl-xL / FITC-Bim BH3 peptide fluorescence polarization; hit rate 0.7% among 320,000;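 active = inhibition above the mean of all tested compounds plus 3 SD, cutoff set per campaign, cut at about 30% in these data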;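 note: 0% = DMSO wells and 100% = unlabeled Bim-BH3 peptide competitor; inhibitors lower millipolarization by displacing the labeled peptide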
Target sequence (Q07817 whole entry, looked up): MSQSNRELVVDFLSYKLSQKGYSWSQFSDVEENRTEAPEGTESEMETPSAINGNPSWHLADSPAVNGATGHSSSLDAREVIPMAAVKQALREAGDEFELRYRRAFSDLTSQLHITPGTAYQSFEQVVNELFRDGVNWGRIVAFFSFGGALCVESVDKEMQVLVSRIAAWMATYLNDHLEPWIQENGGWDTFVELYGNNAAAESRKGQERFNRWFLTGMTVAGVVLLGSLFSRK
PAFAH1B2 FP inh: PAFAH1B2 (human) inhibition | P68402 | recombinant PAFAH1B2, FP-rhodamine activity probe, fluorescence polarization | inhibition, % at 3.39 µM | hit rate 1.2% among 340,000 | AID 492953;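 active = inhibition above the mean of all tested compounds plus 3 SD, cut at about 24% in these data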;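 note: 0% = enzyme with DMSO and 100% = wells lacking PAFAH1B2; many of its hits are not listed in these tables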
MEX-5 binding: C. elegans MEX-5 TCR-2 RNA binding activity; activity score (negative = inhibition of binding), % at 10 µM; Q9XUB2; MEX-5/FITC-TCR2 RNA binding, fluorescence polarization; active compounds read low; AID 1832; hit rate 0.38% among 300,000;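 active = inhibition past about -25% in most replicates, and total fluorescence under double the plate's negative control median, limit read from the data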;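 note: 0% = DMSO and -100% = 5 µM competing unlabeled TCR2 RNA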
Fam108B counter: Fam108B inhibition, counter-screen for RBBP9 inhibitors; hit rate 0.33% among 300,000; recombinant Fam108B, FP-Rh probe fluorescence polarization; inhibition, % at 9.51 µM; AID 1947;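 active = inhibition above the screen mean inhibition plus 3 SD, computed separately per campaign, cut at about 18% in these data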;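 note: inhibitors lower polarization as less probe binds the enzyme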
GLD-1 RNA inh: GLD-1-TGE RNA interaction inhibition (C. elegans); Q17339; purified GLD-1 + fluorescein TGE RNA, fluorescence polarization; inhibition, % at 5.96 µM; hit rate 0.44% among 320,000; AID 2280;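 active = percent inhibition above a per-plate cutoff, the plate mean of test compounds plus 3 SD, cut at about 30% in these data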;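 note: 0% = DMSO wells with GLD-1 and probe and 100% = wells lacking GLD-1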
An asterisk follows results filed as active; x = no result given.

SMILES	PME-1 inh	AHR act	MCL1 BIM primary	pPAFAH inh	BCLXL inh	PAFAH1B2 FP inh	MEX-5 binding	Fam108B counter	GLD-1 RNA inh
COc1ccc(-n2cc(CNCC3CCOCC3)c(-c3cccc(F)c3)n2)cc1	3	8	8	-2	4	-1	1.2	2	1
Cc1ccc(S(=O)(=O)n2ccc(OC(=O)c3cccs3)n2)cc1	-6	-3	3	1	2	10	-0.9	0	-4
CN1CCN(C(=O)c2cnn(-c3ccccc3)c2NC(=O)c2cccs2)CC1	0	1	7	5	-3	4	0.6	1	5
CCOC(=O)N1CCN(C(=O)c2cnn3c(C(F)(F)F)cc(-c4cccs4)nc23)CC1	4	4	2	2	4	-4	-0.3	0	0
CCSc1nnc(NC(=O)c2nc3nc(C)cc(C)n3n2)s1	1	8	7	4	-1	1	-2.0	1	5
Cc1cc(C)c(S(=O)(=O)ON2C(=O)c3ccccc3C2=O)cc1C	-5	12	-3	-8	-3	3	-0.7	3	0
Nc1ccc2nc(SCc3ccc([N+](=O)[O-])cc3)sc2c1	6	11	14	7	9	1	0.3	4	6
COc1ccccc1C(=O)NCCC(=O)NCc1ccccn1	5	0	10	0	7	3	x	x	5
NS(=O)(=O)c1ccc(CNC(=O)CC23CC4CC(CC(C4)C2)C3)cc1	-4	2	-7	0	-1	22	-0.9	3	-2
Cc1ccc(C)c(OCCn2ccnc2)c1	-7	20	12	-4	0	1	-1.8	-5	0
O=C(Cc1cccs1)N1CCN=C1SCc1ccccc1Cl	5	5	-1	5	-1	0	0.0	-3	-6
N#CCCN(Cc1cccnc1)C(=S)NC(=O)c1ccccc1	x	-1	x	5	x	8	x	x	1
CS(=O)(=O)Nc1ccc(C(=O)NCc2ccco2)cc1	-1	-1	2	-2	0	4	1.1	3	-6
Cc1c(NC(=O)Nc2cccc([N+](=O)[O-])c2)c(=O)n(-c2ccccc2)n1C	4	-1	5	2	3	7	-1.1	-1	-1
C=CCSc1nc2sc(-c3ccccc3)cc2c(=O)n1N	-1	12	1	2	0	-3	3.3	-6	-1
Cc1cc(C)n2nc(SCC(=O)NC3CCCCC3)nc2n1	-2	0	9	2	9	3	2.8	4	-1
Cc1nc(CC(=O)Nc2nc(-c3ccccc3)cs2)cs1	-3	20	-4	-1	-1	3	1.2	-1	5
COc1ccc(S(=O)(=O)NCC2CCCN(Cc3ccc(O)cc3)C2)cc1 (stereo unspecified)	-3	2	6	5	1	6	2.3	-1	-1
CCCc1cc(=O)n2[nH]c(NCc3ccc(OC)c(OC)c3)nc2n1	-5	3	-2	2	7	6	-0.6	-2	2
COC(=O)c1ccc(S(=O)(=O)NCc2ccc(S(N)(=O)=O)cc2)n1C	-5	0	-4	2	4	8	0.5	-1	-4
Fc1ccc(Cn2cnc3ccccc32)cc1	-6	3	0	1	1	7	3.0	-1	6
O=C(CCSCCc1ccccn1)Nc1nccs1	-3	1	2	4	7	5	-1.0	0	5
CC(C)Cc1nnc(NC(=O)CSc2nc(O)c(-c3ccccc3)c(=O)[nH]2)s1	3	0	8	-6	12	-2	-1.0	-2	-4
O=C(OCc1ccc([N+](=O)[O-])cc1)C1CC(=O)N(c2ccccc2)C1 (stereo unspecified)	5	-1	13	1	8	8	0.1	-1	-4
N#Cc1ccc(CN2CCN(C(=O)c3cn(Cc4ccccc4)nc3-c3cccnc3)CC2)cc1	1	-1	0	-2	5	4	x	x	-2
Cn1nc(C(=O)NC2CCC(O)CC2)c2ccccc2c1=O (stereo unspecified)	-5	0	0	0	11	4	x	x	-3
COc1ccc(CN2CCNC(=O)C2CC(=O)NCc2cnn(C)c2)cc1OC (stereo unspecified)	2	1	14	1	12	-3	-4.3	0	14
O=C(CCCOc1ccccc1)N1CCN(c2ccccn2)CC1	-1	22	3	6	11	0	-1.1	1	3
O=C(Nc1ccccc1[N+](=O)[O-])C1COc2ccccc2O1 (stereo unspecified)	-2	5	6	2	3	3	-2.6	3	2
CC1CCC(NC(=O)CNC(=O)Cc2cccc3ccccc23)CC1 (stereo unspecified)	-3	2	2	2	0	9	-2.5	3	7
COc1cccc(-c2cccc(NC(=O)C3CCN(C4CCOCC4)CC3)c2)c1	-1	4	-6	-3	-2	2	-3.3	-5	-5
CCOC(=O)CC(NC(=O)c1ccccc1F)c1ccc(C)cc1 (stereo unspecified)	-1	2	3	6	3	2	0.7	-1	-12
Cc1cc(N2CCCC2=O)cc(C)c1CN1C(=O)c2ccccc2C1=O	-1	1	-2	-1	-3	-4	0.5	3	12
Cc1ccc(C2(c3noc(CN(C)CCCN4CCOCC4)n3)CCCC2)cc1	6	2	6	3	8	x	0.8	2	-1
O=C(NCc1ccco1)c1cc(S(=O)(=O)N2CCOCC2)ccc1Cl	3	-1	2	6	3	1	3.7	-2	5
COc1ccc(Cl)cc1NC(=O)NCc1ccc2c(c1)OCO2	-1	76*	2	2	2	-2	0.8	2	1
Cc1ccc(-c2nnn(CC(=O)N(c3ccc(F)cc3)C(C(=O)NC3CCCC3)c3ccncc3)n2)o1 (stereo unspecified)	0	-1	1	0	0	11	-0.8	2	-3
Cc1ccc(CC(=O)N2CCN(C(=O)c3ccco3)CC2)cc1	-5	-4	-1	1	0	1	-2.1	3	3
CCN(CC)CCn1c(=N)n(CCO)c2ccccc21	0	-1	5	-1	0	5	4.3	-2	0
Cc1ccc(-n2cc(-c3ccccc3)c3c(N4CCN(C)CC4)ncnc32)cc1	3	0	0	24	7	3	-1.4	4	-1

2 compounds picked at random from the list so far, as already listed:
SMILES	PME-1 inh	AHR act	MCL1 BIM primary	pPAFAH inh	BCLXL inh	PAFAH1B2 FP inh	MEX-5 binding	Fam108B counter	GLD-1 RNA inh
Cc1cc(N2CCCC2=O)cc(C)c1CN1C(=O)c2ccccc2C1=O	-1	1	-2	-1	-3	-4	0.5	3	12
O=C(CCSCCc1ccccn1)Nc1nccs1	-3	1	2	4	7	5	-1.0	0	5

(next part)
SMILES	PME-1 inh	AHR act	MCL1 BIM primary	pPAFAH inh	BCLXL inh	PAFAH1B2 FP inh	MEX-5 binding	Fam108B counter	GLD-1 RNA inh
CC(=O)Nc1c(-c2ccc(Cl)cc2)c(=O)c2ccccc2n1C	0	3	-1	-2	3	-6	-0.7	0	-2
CC(Nc1cccnc1)=C(C#N)C#N	1	1	3	-1	1	6	-2.9	1	7
O=C(Nc1ccc2oc(-c3ccc4ccccc4c3)nc2c1)c1ccc2c(c1)OCCO2	-9	-5	2	6	3	-13	0.8	-34	4
CCCCCC(=O)N1CCN(S(=O)(=O)c2ccc3c(c2)OCCO3)CC1	5	0	0	2	1	0	0.5	1	6
O=C(C1CCCN(Cc2ccccc2Cl)C1)N1CCCCC1 (stereo unspecified)	-1	0	-3	-1	0	3	-3.0	-4	2
O=C(C1CCC1)N1CCN(S(=O)(=O)c2ccc(Br)cc2Cl)CC1	7	1	-1	1	-2	4	-3.2	0	-2
COc1ccc(CCNC(=O)C(=O)NCC2OCCN2S(=O)(=O)c2ccc(C)cc2)cc1OC (stereo unspecified)	-2	-1	1	1	3	2	0.7	1	-2
CCC1(C)Cc2c(C#N)c(N)n(-c3ccccc3)c(=O)c2CO1 (stereo unspecified)	0	0	5	0	4	1	1.7	-1	4
CC1=C(C(=O)Nc2ccccc2)C(c2ccco2)NC(=O)N1 (stereo unspecified)	0	5	5	1	3	4	0.4	4	4
COc1cc(CCC(=O)N2CC(C)OC(C)C2)cc(OC)c1OC (stereo unspecified)	-4	-4	-3	2	-2	4	-1.4	-1	-3
CCOC(=O)c1ccc(NC(=O)c2ccc(OC(C)C)c(OC)c2)cc1	-10	2	2	0	0	1	0.8	3	0
CCn1nnc(NC(=S)NC(=O)c2ccc(-c3cccc(Cl)c3)o2)n1	-3	7	2	1	6	x	-0.1	0	-10
O=C(NC1CCS(=O)(=O)C1)/C(=C\c1ccco1)NC(=O)c1ccccc1 (stereo unspecified)	-5	-1	32	0	28	8	-3.6	1	15
COC(=O)c1cccc(Nc2cc(C)nc(-c3ccccc3O)n2)c1	10	7	7	-4	4	1	-3.5	-6	6
Cc1ccc(NN2C(=O)C=CC2=O)cc1	7	-4	3	4	0	-2	1.6	5	-2
COCCN1C(=O)C(=O)/C(=C(/O)c2ccc3c(c2)OCCO3)C1c1ccc(C(=O)OC)cc1 (stereo unspecified)	-9	6	1	-1	-4	-1	-3.7	-2	-2
O=C(NC1CCCC1)C1CCN(C(=O)c2ccc(-c3ccccc3)cc2)CC1	1	2	6	5	3	2	-4.8	-2	-11
CCOC(=O)N1CCc2c(sc3nc(SC(C)C)n(N)c(=O)c23)C1	5	3	-10	5	0	2	-1.0	3	-1
O=C(Nc1ccccc1F)c1cc2c(s1)-c1ccccc1S(=O)(=O)C2	1	-5	-2	2	2	4	-0.7	-4	5
O=C(NCC1CCCO1)c1ccc(NS(=O)(=O)c2cccc([N+](=O)[O-])c2)cc1 (stereo unspecified)	5	0	4	2	5	1	0.0	1	2
COc1ccc(-c2nc(CS(=O)CC(=O)N3CCN(C)CC3)c(C)o2)cc1OC (stereo unspecified)	2	4	3	5	-4	-4	1.9	1	0
Cc1ccc(CNC(=O)C2C3C=CC(C3)C2C(=O)O)cc1 (stereo unspecified)	-6	0	2	4	8	-1	3.5	0	-3
COc1cccc(C(=O)NCc2cn3ccsc3n2)c1	1	5	4	5	0	-2	-1.0	-5	0
O=C(CN(CCO)c1ccccc1)Nc1ccc(Cl)c(S(=O)(=O)N2CCOCC2)c1	-2	4	-1	5	1	-1	0.0	-4	-4
O=C(COC(=O)c1cc(S(=O)(=O)N2CCOCC2)ccc1F)Nc1c(Cl)cccc1C(F)(F)F	0	-2	-10	8	-2	2	2.9	1	-3
Cc1ccc(-c2cc(C(F)(F)F)n3nc(C(=O)Nc4c(C)n(C)n(-c5ccccc5)c4=O)cc3n2)cc1	0	0	2	9	4	4	0.7	-5	-10
CN1c2ccccc2C(C)(C)C12CC(c1ccc(S(=O)(=O)N3CCCCC3)cc1)=NO2 (stereo unspecified)	-4	-3	20	2	24	5	-3.3	3	7
N#CC1=C(N)OC2=C(CCc3ccccc32)C1c1ccccc1Cl (stereo unspecified)	7	10	10	18	11	-2	x	0	4
COc1ccc(/C=N/NC(=S)SC)cc1OC	1	20	1	-2	9	8	-0.1	-6	-7
COC(=O)c1ccc(NC(=O)CC(=O)Nc2ccc(C(=O)OC)cc2)cc1	-15	4	3	-10	2	2	-1.2	-1	-9
CC(C)[C@H](NC(=O)N1CC(=O)Nc2ccccc21)C(=O)N[C@@H](C(=O)O)c1ccccc1	0	4	-6	5	7	-2	2.5	0	-8
COc1ccc(-c2c3c(=O)n(C)c(=O)n(C)c3cn2-c2cccc(OC)c2)cc1	-1	15	1	5	4	3	-0.1	2	-10
O=C(CSc1n[nH]c(=O)n1C1CC1)Nc1ccc(F)c(Cl)c1	x	-1	x	-3	x	2	x	x	4
c1ccc(OCCCc2nc(-c3ccccn3)no2)cc1	2	-4	1	2	-1	2	0.3	2	-4
CCOC(=O)C1(CC/C(C)=N\NC(N)=O)CC(C)OC1=O (stereo unspecified)	-4	4	0	2	-1	3	-4.3	2	4
Cc1ccccc1CC1(CO)CCCN(C(=O)c2cccc(Cl)c2)C1 (stereo unspecified)	5	-2	-11	-2	-11	-3	2.0	10	-2
CCN(C(=O)c1cccc(Br)c1)c1ccccc1	10	8	1	-8	1	11	3.1	0	1

Compound activity: PubChem, several laboratories

These rows are one share of the data; count on the stated rates, not on these rows.
